# L3MBTL1 inh – qHTS Assay for the Inhibitors of L3MBTL1; AlphaScreen L3MBTL1–H3K9me1 peptide binding; Potency, µM (titrated, usually from 57.1 µM), for the others: at the top dose activity, negative = inhibition, actives largely listed as inhibitors; actives 0.66% (n = 230,000); active = well fitted inhibition curve with a large enough effect; inconclusive = small, poorly fitted or top-dose-only effect; inactive = no such curve, though single readings can be large or run the other way; note: nearly all actives have a fitted effect of over 60% in size
# Target sequence (Q9Y468 whole entry, looked up): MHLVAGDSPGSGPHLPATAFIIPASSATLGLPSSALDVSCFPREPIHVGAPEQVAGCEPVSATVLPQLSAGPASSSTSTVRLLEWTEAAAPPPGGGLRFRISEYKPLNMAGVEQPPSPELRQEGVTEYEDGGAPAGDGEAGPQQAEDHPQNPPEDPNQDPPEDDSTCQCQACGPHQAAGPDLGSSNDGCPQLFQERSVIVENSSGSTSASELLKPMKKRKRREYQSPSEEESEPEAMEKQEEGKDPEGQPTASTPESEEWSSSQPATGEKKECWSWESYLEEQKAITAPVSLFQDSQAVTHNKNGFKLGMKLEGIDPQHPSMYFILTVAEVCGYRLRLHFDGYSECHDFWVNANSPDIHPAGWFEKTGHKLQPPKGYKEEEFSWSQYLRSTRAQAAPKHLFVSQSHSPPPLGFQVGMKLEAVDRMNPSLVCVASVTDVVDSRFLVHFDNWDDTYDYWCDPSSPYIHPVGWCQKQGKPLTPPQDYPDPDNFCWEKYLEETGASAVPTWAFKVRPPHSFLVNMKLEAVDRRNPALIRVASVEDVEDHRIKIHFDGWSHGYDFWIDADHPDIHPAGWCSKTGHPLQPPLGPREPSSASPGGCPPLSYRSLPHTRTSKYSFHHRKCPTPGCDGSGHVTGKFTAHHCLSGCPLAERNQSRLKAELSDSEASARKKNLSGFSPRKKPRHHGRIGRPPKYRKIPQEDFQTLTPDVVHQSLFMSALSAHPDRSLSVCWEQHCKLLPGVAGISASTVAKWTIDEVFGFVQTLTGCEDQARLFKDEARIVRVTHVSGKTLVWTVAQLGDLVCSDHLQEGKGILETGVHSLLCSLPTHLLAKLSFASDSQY
#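 L3MBTL1 (50 nM) pre-complexed 30 min with biotinylated H3(1-15)K9me1 peptide (75 nM), then compounds added for 30 min at room temperature; AlphaScreen streptavidin donor/nickel chelate acceptor beads (10 ug/mL final) read after 30 min dark incubation.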
# * = called active by the depositor; ? = inconclusive; [ ] = dose if it differs, or a comment. % is set by controls: 0 for no effect and ±100 for the full control effect; potency is the fitted concentration of half-maximal effect. Not all compounds are listed; rates above refer to the full screens.
SMILES,L3MBTL1 inh
Cc1c2cnn(CC(=O)NCc3ccccn3)c(=O)c2c(C)n1Cc1ccccc1,-5.3%
CC(C)[C@H](NC(=O)N1CC(=O)Nc2ccccc21)C(=O)N1CCC[C@H]1C(=O)O,4.1%
Cc1cc(C(=O)OCC(=O)NC2CCCCC2C)c2ccccc2n1 (centres undefined),8.9%
O=C(O)COc1ccccc1C=NNC(=O)c1ccc(NS(=O)(=O)c2cccs2)cc1,0.0%
COc1ccc([C@@H]2[C@@H]3C(=O)N(C(C)(C)C)C(=O)[C@@H]3[C@]3(C)C(=O)N(c4cccc(Cl)c4)C(=O)N23)cc1,5.2%
O=[N+]([O-])c1ccc(Cl)c(S(=O)(=O)Nc2ccc(-c3ccc(N4CCCC4)nn3)cc2)c1,2.2%
Cc1ccc(C(C)C)c(OCC(=O)NN=C2CCCC(=O)C2)c1,-9.1%
Cc1ccc(S(=O)(=O)N2CCc3ccccc3C2)cc1,14.1%
CCN(C(=O)C1CCCN1S(=O)(=O)c1ccc2c(c1)n(C)c(=O)c(=O)n2C)c1ccccc1 (centres undefined),3.3%
CCCCOc1ccc(C(=O)NCC(=O)N2CC=C(c3ccccc3)CC2)cc1,2.8%
CCOC(=O)[C@@H]1[C@H]2COc3cc(OC)ccc3[C@H]2N2C(=O)N(c3ccc(F)cc3)C(=O)[C@]12C,-4.3%
CCOC(=O)C1CCN(C(=O)C(CCSC)NC(=O)c2ccccc2OC)CC1 (centres undefined),3.1%

# The final 4 compounds of the part before lead into the next.
SMILES,L3MBTL1 inh
CCN(C(=O)C1CCCN1S(=O)(=O)c1ccc2c(c1)n(C)c(=O)c(=O)n2C)c1ccccc1 (centres undefined),3.3%
CCCCOc1ccc(C(=O)NCC(=O)N2CC=C(c3ccccc3)CC2)cc1,2.8%
CCOC(=O)[C@@H]1[C@H]2COc3cc(OC)ccc3[C@H]2N2C(=O)N(c3ccc(F)cc3)C(=O)[C@]12C,-4.3%
CCOC(=O)C1CCN(C(=O)C(CCSC)NC(=O)c2ccccc2OC)CC1 (centres undefined),3.1%
CC1CCc2sc(C(=O)NNS(=O)(=O)c3ccc(F)c(F)c3F)cc2C1 (centres undefined),-9.4%
CCCCCN(C(=O)CSc1n[nH]c(-c2ccc(C)cc2)n1)c1c(N)n(CCCC)c(=O)[nH]c1=O,?
C=CCN(c1ccccc1OC)S(=O)(=O)c1cccc(C(=O)OCC(=O)N2CCOCC2)c1,1.7%
CCCn1c(=O)c(C(=O)NCc2ccccc2Cl)c(O)c2ccccc21,-0.6%[2.29 µM]
CCCN=C1N(CC)C[C@@H]2[C@@H]3C(=O)N(Cc4ccccc4)C(=O)[C@@H]3[C@](Cc3ccccc3)(C(=O)OC)N12,4.0%
CN(C)CCn1nnnc1SCC1=C(C(=O)O)N2C(=O)[C@@H](NC(=O)Cc3csc(N)n3)[C@H]2SC1,28.2µM*
CC1(C(=O)OCC(=O)NNC(=O)COc2ccc(Cl)cc2)CC1(Cl)Cl (centres undefined),1.1%
CCC(C)Sc1cccc(-c2nc3ccccn3c2NCc2ccccc2)c1 (centres undefined),-1.7%
COc1ccc2c(c1)[C@@H]1[C@H](CO2)[C@H](c2ccccc2)[C@]2(C)C(=O)NCC(=O)N12,2.0%
O=C(CSc1nnnn1-c1cccc(F)c1)NC1CCCCC1,1.7%
CC[C@]12c3[nH]c4ccc(OC)cc4c3CCN1C(=O)C(CC(=O)NCC13CC4CC(CC(C4)C1)C3)C[C@@H]2C(=O)N1CCN(C(=O)c2ccco2)CC1 (some centres undefined),-13.2%
CCN(CC(=O)Nc1ccc(NC(C)=O)cc1)C(=O)c1cccc(S(=O)(=O)N2CCCC2)c1,-4.9%
O=C(c1cc(-c2ccccc2Cl)nc2ccccc12)N1CCN(c2ccccn2)CC1,5.4%
CCOc1ccc(S(=O)(=O)N2CCCCC2)cc1NC(=O)C1CCC1,-2.1%
COc1cccc(NC(=O)CN(C)C(=O)c2cc3c(s2)CCC3)c1,8.91µM*
Cc1ccc(-c2nnc(NC(=O)CCS(=O)(=O)c3ccccc3)o2)c(C)c1,-4.8%
Cc1sc2nc(CSC(C)C(=O)Nc3cc(S(C)(=O)=O)ccc3Cl)[nH]c(=O)c2c1C (centres undefined),?
CC(C)(C)C1CCC(=O)N(CCSc2ccccc2)CC1 (centres undefined),4.0%
COc1cc(N)c(C(=O)c2nccc3cc(OC)c(OC)cc23)cc1OC,-3.6%
Cc1cc(-n2c(C)cc(C(=O)COc3cc(F)ccc3[N+](=O)[O-])c2C)no1,-6.2%
C=CCN1C(=O)C(CC(=O)O)S/C1=N/N=C/c1ccc(N(CC)CC)cc1 (centres undefined),-71.2%
CCCCn1c(N)c(N(CCC(C)C)C(=O)COC(=O)c2ccc(CC)cc2)c(=O)[nH]c1=O,-0.8%
COc1ccc(NS(=O)(=O)c2cc3c(cc2C)N(C)CCO3)cc1,-6.1%
Cc1cc(SCC(=O)N2CCN(C(=O)c3ccco3)CC2)c(C)cc1Br,-5.4%
COc1ccc([C@H]2CC(=O)C=C(c3ccc(C)c4ccccc34)C2)cc1,3.3%
COc1ccc(NC(=O)CSc2nc3nc(C)cc(C)c3c(=O)[nH]2)cc1OC,-0.6%
COc1ccc(CNc2ccccn2)c(O)c1,44.3%[activator]
COC(=O)c1ccccc1S(=O)(=O)N1CCC(C(=O)Nc2ccc(N3CCOCC3)cc2)CC1,-7.0%
COc1ccccc1CNC(=O)COc1ccccc1C(=O)c1cnn(-c2ccccc2)c1,-8.7%
Cc1ccccc1CCNC(=O)c1cc(C2CC2)nc2c1cnn2C(C)C,8.2%
CNC(=O)c1ccsc1NC(=O)CCS(=O)(=O)c1ccc(Cl)cc1,5.8%
O=C(Cc1cccc2ccccc12)NCCc1ccccc1,-2.7%
CCCn1c(N)c(N(CCOC)C(=O)CSc2ccccc2)c(=O)[nH]c1=O,-2.1%
CC(NC(=O)c1ccc(NC(=O)CC2SC(N3CCCC3)=NC2=O)cc1)c1ccccc1 (centres undefined),-2.4%
CCN(C(=O)c1ccc(S(=O)(=O)N2CCOCC2)cc1)C1CCS(=O)(=O)C1 (centres undefined),3.9%
COc1cc(OC)c(NC(=O)Cc2cccs2)cc1Cl,-3.6%
CN(CC(=O)O)C(=O)c1ccccc1,1.3%
CCCCN1CC(=O)N2[C@H]3c4cc(C)ccc4OC[C@@H]3[C@H](C(=O)OCC)[C@]2(C)C1=O,-5.6%
COc1cccc(CN(C)CC2CCCN(CCc3ccccc3C)C2)c1 (centres undefined),-2.9%
Cc1ccc(NC(=O)N2CCCC2C(=O)NCc2ccc(Cl)cc2)cc1 (centres undefined),1.5%
Cc1noc(C)c1COc1ccc(C(=O)NCCc2ccc(F)cc2)cc1,4.5%
Cc1ccc(NC(=O)CCN2CCCCC2)cc1,6.2%
O=C(CSc1ncn[nH]1)NNC(=O)c1ccccc1,8.4%
COCc1nc2ccccc2n1CCc1ccccc1,?
COc1ccccc1-c1nnc2n1N=C(c1ccc(OC(F)F)c(OCC3CC3)c1)CS2,-2.7%
COc1ccc(S(=O)(=O)N(C)C[C@H]2Oc3ccc(NC(=O)NC4CCCCC4)cc3C(=O)N([C@H](C)CO)C[C@@H]2C)cc1,33.1%[activator]
CCOc1ccc(OCc2ccc(C(=O)NC(C)(C)C)o2)cc1,-5.4%
CCCCn1c(N)c(N(CC(C)C)C(=O)c2ccc(S(=O)(=O)N(CC)c3ccccc3)cc2)c(=O)[nH]c1=O,1.2%

# Part of the list above, set out differently.
Cc1c2cnn(CC(=O)NCc3ccccn3)c(=O)c2c(C)n1Cc1ccccc1
  L3MBTL1 inh: -5.3%
Cc1noc(C)c1COc1ccc(C(=O)NCCc2ccc(F)cc2)cc1
  L3MBTL1 inh: 4.5%

# Some of these compounds in order of SMILES length, highest first.
SMILES,L3MBTL1 inh
COc1ccc([C@@H]2[C@@H]3C(=O)N(C(C)(C)C)C(=O)[C@@H]3[C@]3(C)C(=O)N(c4cccc(Cl)c4)C(=O)N23)cc1,5.2%
CN(C)CCn1nnnc1SCC1=C(C(=O)O)N2C(=O)[C@@H](NC(=O)Cc3csc(N)n3)[C@H]2SC1,28.2µM*
COc1ccccc1-c1nnc2n1N=C(c1ccc(OC(F)F)c(OCC3CC3)c1)CS2,-2.7%
COc1ccc(NS(=O)(=O)c2cc3c(cc2C)N(C)CCO3)cc1,-6.1%
Cc1cc(C(=O)OCC(=O)NC2CCCCC2C)c2ccccc2n1 (centres undefined),8.9%

# Other records follow.
SMILES,L3MBTL1 inh
CC(=O)c1cccc(NC(=O)c2ccc3ccccc3c2)c1,4.4%[2.29 µM]
COc1ccc(C2=NOC(Cn3nc(-c4ccccc4)cc3C(=O)NCc3ccco3)C2)cc1 (centres undefined),-0.2%
Cc1ccc(S(=O)(=O)N2CCN(C(=O)CNC(=O)c3ccc(Br)o3)CC2)cc1,10.0%
C=CCn1c(=O)c(C(=O)NCc2ccccc2)c(O)c2ccccc21,-0.3%[2.29 µM]
CN1CCN(c2ccc(S(=O)(=O)N3CCCCC3)cc2NC(=O)/C=C/c2ccc(OC(F)F)cc2)CC1,-11.8%
COc1cc(OC)cc(-c2c(C#Cc3ccsc3)c3cc(-c4cccc5[nH]ccc45)ccc3n2C)c1,6.5%
CCCCn1c(N)c(N(CC(C)C)C(=O)C2CC(=O)N(c3ccccc3C(C)CC)C2)c(=O)[nH]c1=O (centres undefined),9.3%
CC(=O)N1CCN(c2ccc(NC(=O)c3ccccc3C)cc2)CC1,-2.1%
Cn1cccc1C(=O)OCC(=O)c1c[nH]c2ccccc12,-12.9%
Cc1cccc(C)c1NC(=O)CN1CCN(C(=O)c2ccc(OCc3cn4ccccc4n3)cc2)CC1,-11.2%
COc1cccc(C(=O)OCC(=O)N2CCC(Cc3ccccc3)CC2)c1OC,3.8%
CCN(C(=O)COC(=O)Cc1ccc(F)cc1)c1c(N)n(Cc2ccccc2)c(=O)[nH]c1=O,5.1%
O=S(=O)(NCCS(=O)(=O)N1CCN(c2ccccc2)CC1)c1ccc(F)cc1,2.8%
O=C(OCC(=O)N1CCN(c2ccccc2)CC1)c1ccc(Cl)cc1[N+](=O)[O-],-2.5%
CCc1ccc(OCC(=O)NNC(=O)c2c(CC)noc2C)cc1,7.4%
COc1ccccc1-n1cnnc1SC(C)C(=O)NCC1CCCO1 (centres undefined),0.0%
Cc1ccc(C2(C)NC(=O)N(CC(=O)Nc3nc(-c4ccccn4)cs3)C2=O)cc1 (centres undefined),?
CCc1nc2ccc(C(=O)N(C)CC(=O)Nc3ccccc3C(F)(F)F)cc2nc1CC,3.3%
CC(C)(C)C(=O)CSc1ccc(S(=O)(=O)N2CCN(Cc3ccccc3)CC2)cn1,-3.9%
CCOc1ccc(NS(=O)(=O)c2ccc(C(=O)NCC(c3ccc(OC)cc3)N3CCOCC3)cc2)cc1 (centres undefined),-2.7%
CCCN1C(=O)C(=O)c2cc(Cl)ccc21,1.4%
CC(=O)c1ccc(NC(=S)NC(=O)/C=C/c2ccco2)cc1,?
O=C(COC(=O)Cc1ccsc1)Nc1ccc(Br)cc1,5.4%
C=CCNc1nc(C(=O)OCC(=O)Nc2cccc(SC)c2)cs1,-12.4%
CCOc1ccc(N(CC(=O)NCCSCc2ccc(Cl)cc2)S(C)(=O)=O)cc1,-0.5%
CCN(Cc1nc2ccccc2c(=O)[nH]1)C(=O)COc1ccccc1-c1ccccc1,-1.9%
CC(=O)O[C@H]1C(=O)[C@@]2(C)C([C@H](OC(=O)c3ccccc3)[C@]3(O)C[C@H](OC(=O)[C@H](O)[C@@H](NC(=O)c4ccccc4)c4ccccc4)C(C)=C1C3(C)C)[C@]1(OC(C)=O)CO[C@@H]1C[C@H]2O (some centres undefined),0.5%
CCN(CC)c1ccc(C(=O)NNC(=O)C2CSC3(C)CCC(=O)N23)cc1 (centres undefined),-0.9%
CCOc1cc(N2CCOCC2)c(OCC)cc1NC(=O)COC(=O)CCOc1ccc(C(C)(C)C)cc1,-9.5%
COc1cc(/C=N/NC(=O)c2cc[n+]([O-])cc2)cc(OC)c1OC,-5.0%
Cc1ccccc1CC(=O)Nc1ccc2c(c1)CCC2,0.4%
Cc1cccc(NC(=O)C2CCCCN2S(=O)(=O)c2ccccc2)c1C (centres undefined),2.0%
Cc1cccc(N(Cc2ccccc2)C(=O)CN2C(=O)NC3(CCCCC3C)C2=O)c1 (centres undefined),-4.5%
CSCCC(NC(=O)c1ccccc1Cl)C(=O)N1CC(C)OC(C)C1 (centres undefined),0.0%
O=S(=O)(NCC(c1ccco1)N1CCCCC1)c1cccc(C(F)(F)F)c1 (centres undefined),2.1%
C=CC[C@H](CC(=O)N(CCO)Cc1ccccc1)C(=O)N[C@H](COC(=O)[C@@H](CC=C)Cc1ccc(F)cc1)C(C)(C)C,-3.3%
COc1ccc(NS(=O)(=O)c2cccc(C(=O)NNC(=O)c3ccc(=O)[nH]c3)c2)cc1,7.0%
CC1(C)C[C@H]2C3=CCC4[C@@]5(C)CC[C@H](O)[C@](C)(CO)C5CC[C@@]4(C)[C@]3(C)C[C@H]3O[C@@H]1[C@H](O)[C@]32CO (some centres undefined),7.8%
COC(=O)c1cc(OC)c(OC)cc1NC(=O)CSCc1c(C)noc1C,1.0%
CCSc1ccc([C@@H]2[C@@H]3C(=O)N(CC)C(=O)[C@@H]3[C@]3(C(=O)OC)CCCCN23)cc1,-12.8%
COc1ccc(F)cc1S(=O)(=O)Nc1cc2c3c(c1)CCN3C(=O)CC2,10.6%
Cc1cc(OCC(=O)N(Cc2cccs2)C2CCS(=O)(=O)C2)ccc1Cl (centres undefined),3.1%
O=C(Oc1ccc(C(=S)N2CCOCC2)cc1)c1cccc(Cl)c1,-8.8%
C#CCOCCOCCOCCNc1nc(N2CCN(C(=O)CCCCCCCCCCNC(=O)Cn3cc(C[C@@H](C)O)nn3)CC2)nc(N2CCN(C(=O)CCCCCCCCCCNC(=O)[C@@H]([C@H](C)CC)n3cc(CCCCCN)nn3)CC2)n1,-5.4%
COC(=O)c1cc(C(=O)Nn2cnnc2)cc([N+](=O)[O-])c1,-1.0%
COc1ccc(NC(=O)c2cccc3c2C(=O)N(CC2CCCO2)C3)cc1OC (centres undefined),-2.9%

# Assay outcomes (PubChem)
